From PubChem
HRas wt GTP bind: modulators of GTP binding to human HRas wildtype; GST-Ras wt beads, Bodipy-FL-GTP binding, flow cytometry; actives lie on both sides; 190,000 tested, 0.14% active; GTP binding activity, % at 10 µM;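 active means GTP binding activity at least 20% away from the 100% baseline, either lowered as inhibitor or raised as activator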;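 further: 0% = unlabeled GTP competition control and 100% = no-compound control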
Bcl-W Bim block: human Bim-Bcl-W interaction inhibition; bead-based flow cytometry, Bim peptide-Bcl-W binding; inhibition, % at 10 µM; Q92843; 190,000 tested, 0.02% active;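 further: 0% = bound tracer without compound and 100% = peptide blocker; higher means less fluorescent Bim peptide bound to Bcl-W beads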
Cdc42 wt GTP: changes GTP binding to wildtype human Cdc42. AID 761. 190,000 tested, 0.2% active. percent activity (GTP binding), % at 10 µM. GST-Cdc42 beads, Bodipy-GTP binding, flow cytometry; actives lie on both sides;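 active means percent activity GTP binding at least 20 points away from the 100% baseline, either down as inhibitor or up as activator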;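 further: median bead fluorescence of bound Bodipy-FL-GTP at 100 nM; 0% = excess unlabeled GTP control and 100% = no compound control; below 100% means less GTP binding so inhibitor and above means activator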
Target sequence (P60953 whole entry, looked up): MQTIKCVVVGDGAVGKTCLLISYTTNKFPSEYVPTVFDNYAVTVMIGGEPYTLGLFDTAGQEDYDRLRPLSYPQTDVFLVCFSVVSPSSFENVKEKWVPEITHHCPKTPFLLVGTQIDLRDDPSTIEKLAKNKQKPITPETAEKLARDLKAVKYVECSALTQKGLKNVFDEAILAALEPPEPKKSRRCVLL
Rab2A wt mod: changes GTP binding to wildtype dog Rab2A, up or down; GST-Rab2 wt beads, Bodipy-GTP binding, flow cytometry; GTP binding activity, % at 10 µM; 190,000 tested, 0.19% active; AID 760;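 active means GTP binding activity at least 20 points away from 100%, either lowered or raised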;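 further: 0% = beads with excess unlabeled GTP and 100% = no-compound control corrected for plate trend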
Bim-Bcl-XL: disrupts Bim peptide binding to human Bcl-XL | AID 1007 | 190,000 tested, 0.04% active | inhibition, % at 10 µM | bead flow cytometry, fluorescence
Target sequence (Q07817 whole entry, looked up): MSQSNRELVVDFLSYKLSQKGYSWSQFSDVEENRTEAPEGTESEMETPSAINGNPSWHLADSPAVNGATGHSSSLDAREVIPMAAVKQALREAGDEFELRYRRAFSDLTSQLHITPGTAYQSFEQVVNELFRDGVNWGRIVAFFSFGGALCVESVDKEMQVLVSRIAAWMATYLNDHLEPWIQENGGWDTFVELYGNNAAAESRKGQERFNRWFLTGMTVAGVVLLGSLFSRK
Bim-Bcl-B: inhibitors of Bim-Bcl-B interaction, human. Q9HD36. bead-based flow cytometry, Bim peptide-Bcl-B binding. inhibition, % at 10 µM. 190,000 tested, 0.073% active;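 further: 0% = tracer peptide without compound and 100% = reference inhibitor peptide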
Target sequence (Q9HD36 whole entry, looked up): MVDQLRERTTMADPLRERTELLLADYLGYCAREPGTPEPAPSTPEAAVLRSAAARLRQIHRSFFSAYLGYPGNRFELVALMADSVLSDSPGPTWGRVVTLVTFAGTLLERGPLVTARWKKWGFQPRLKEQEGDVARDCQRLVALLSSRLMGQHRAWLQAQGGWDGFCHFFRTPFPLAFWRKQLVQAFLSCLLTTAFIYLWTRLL
Rab7 wt GTP bind: alters GTP binding to wildtype dog Rab7; GST-Rab7 beads, fluorescent GTP binding, flow cytometry; actives lie on both sides; untreated = 100%, excess cold GTP = 0%; GTP binding activity (percent of control), % at 10 µM; 190,000 tested, 0.055% active; AID 758;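 active means fluorescent GTP binding to Rab7 beads changed by at least 20 points from the 100% baseline, either direction, mostly lower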;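 further: median green fluorescence of bound Bodipy-FL-GTP per Rab7 bead population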
Rac1 mut GTP: human Rac1 activated mutant GTP binding change; percent activity (GTP binding), % at 10 µM; GST-Rac1 activated beads, fluorescent GTP binding, flow cytometry; actives lie on both sides; 100% means binding = to untreated wells; P63000; 190,000 tested, 0.11% active;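 active means GTP binding at least 20 percentage points away from the 100% baseline, in either direction, so actives lie on both sides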
Bim-Bcl-2: disrupts Bim peptide binding to human Bcl-2. Bead-based flow cytometry, Bim peptide-Bcl-2 binding. inhibition, % at 10 µM. 190,000 tested, 0.06% active. AID 950; in the data active means inhibition above about 40%;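 further: 0% = no compound wells with probe peptide and 100% = reference peptide inhibitor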
Target sequence (P10415 whole entry, looked up): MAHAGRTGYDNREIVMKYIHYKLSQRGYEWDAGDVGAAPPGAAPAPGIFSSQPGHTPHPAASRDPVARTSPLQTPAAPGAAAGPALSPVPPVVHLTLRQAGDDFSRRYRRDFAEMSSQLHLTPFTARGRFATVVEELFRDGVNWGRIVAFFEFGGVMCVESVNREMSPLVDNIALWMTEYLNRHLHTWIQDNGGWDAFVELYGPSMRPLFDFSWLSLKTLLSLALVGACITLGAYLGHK
Bim-Bfl-1: disrupts Bim binding to human Bfl-1; Bead-based flow cytometry, Bim-Bfl-1 binding inhibition; AID 1008; 190,000 tested, 0.12% active; inhibition, % at 10 µM; Q16548;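 further: 0% = wells without compound plus tracer and 100% = blocker peptide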
Rac1 wt modul: human Rac1 wildtype GTP binding, inhibitors and activators; AID 757; 190,000 tested, 0.27% active; GST-Rac1 beads, fluorescent GTP binding, flow cytometry; actives lie on both sides; 0 = cold GTP competed, 100 = untreated; GTP binding activity (% of control), % at 10 µM;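 active means GTP binding activity at least 20 points away from the 100% control level, either lower or higher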
Numbers without * were called inactive. Unless noted, no stated cut-off is given here; in the data, active means inhibition above about 40%. Outcome played no part in choosing rows. About 0.62% of those tested had a hit in this group.

SMILES	HRas wt GTP bind	Bcl-W Bim block	Cdc42 wt GTP	Rab2A wt mod	Bim-Bcl-XL	Bim-Bcl-B	Rab7 wt GTP bind	Rac1 mut GTP	Bim-Bcl-2	Bim-Bfl-1	Rac1 wt modul
Cc1cccc(OC(C)c2ccnc3nc(/N=C/N(C)C)nn23)c1 (stereo not given)	101	-1	103	101	-10	-9	103	98	-11	-17	104
O=C(c1cc([N+](=O)[O-])ccc1N1CCN(S(=O)(=O)c2ccc(Cl)c(Cl)c2)CC1)N1CCOCC1	100	0	103	97	-1	-6	100	100	0	3	103
CC1CCN(Cc2c(C#N)c3ccccc3n2C)CC1	96	3	99	95	4	-6	97	95	-3	-9	100
COc1ccccc1N1CCN(S(=O)(=O)c2c(C)ccc3nsnc23)CC1	101	-2	103	99	-4	-1	98	102	-1	-2	102
COc1ccc(OCC(O)CNC(=O)Nc2ccc(Cl)cc2)cc1 (stereo not given)	97	-2	97	97	-7	-9	96	99	-7	-6	99
CCOc1cc(/C=N/NC(=O)CCc2n[nH]c(=O)[nH]c2=O)ccc1O	97	-2	99	97	-2	-5	102	93	-10	-11	91
CCc1nc(N=C(N)N)nc2ccccc12	100	0	95	99	0	0	106	94	0	0	92
Cc1ccc(Cl)c(NC(=S)N(CCCN2CCOCC2)Cc2ccco2)c1	108	-1	107	106	-2	-2	99	104	-3	0	106
COc1ccc(C2C(C#N)=C(N)Oc3c2c(-c2ccccc2)nn3-c2ccccc2)c(OC)c1OC (stereo not given)	99	-3	92	95	-8	-5	99	97	-7	-3	98
CN(C)c1ccc(C(CNC(=O)c2ccccc2F)c2c[nH]c3ccccc23)cc1 (stereo not given)	102	11	100	98	2	2	100	97	6	6	102
C=CCNc1oc(-c2cccs2)nc1S(=O)(=O)c1ccccc1	94	1	97	98	0	0	99	93	3	-3	95
COc1ccc(-c2csc(NC(=O)c3ccc(OCC(=O)N4CCOCC4)c(OC)c3)n2)cc1	100	-5	101	101	-6	-8	98	102	-6	-2	102
CCC(=O)Nc1cccc(NC(=S)NC(=O)c2ccccc2)c1	103	-2	101	101	-7	-12	99	104	-14	3	107
CCOc1ccc(N/C(C)=C/C(=O)c2ccc(C)o2)cc1	96	1	101	96	-16	-5	93	97	-3	-10	101
O=[N+]([O-])c1ccc(N2CCN(S(=O)(=O)c3ccccc3)CC2)cc1N1CCc2ccccc2C1	103	-1	104	102	-1	-3	103	99	-3	-2	107
O=C(OCC1CC(c2ccccc2)=NO1)c1ccc(Cl)cc1 (stereo not given)	97	1	98	97	0	-1	105	97	0	-1	97
CCOC(=O)N1CCC(N2C(=O)c3ccc(C(=O)O)cc3C2=O)CC1	102	-1	105	100	-3	-10	96	100	-4	-17	107
Nc1nc2n(n1)C(c1cccc(Br)c1)CC(c1ccccc1)N2 (stereo not given)	101	2	104	101	-3	-9	98	100	-6	-10	106
O=C(O)c1n[nH]c2c1CCCCC2	100	1	99	97	-2	-6	96	98	-7	-11	100
O=C(Cc1ccc([N+](=O)[O-])cc1)Nc1ccc2c(c1)C(=O)NC2=O	95	3	93	95	2	1	101	91	0	-5	95
COc1ccc(N2CCN(Cc3cc(=O)oc4cc5c(cc34)CCCC5)CC2)cc1	101	7	102	100	6	6	103	100	10	0	101
C=CCNc1nc(NCc2ccco2)nc(OCC)n1	101	-1	101	100	-13	-4	99	99	-8	-12	102
CC1CCc2sc(C(=O)NN=C3CCC(c4ccccc4)CC3)cc2C1 (stereo not given)	102	-4	100	99	-1	-2	99	99	0	-2	108
CCN(CC(=O)Nc1ccccc1-c1ccccc1)Cc1nc2ccccc2c(=O)[nH]1	94	-4	92	94	-3	-7	102	93	-7	-6	98
Cc1c(NC(=O)CSc2nnnn2C)c(=O)n(-c2ccccc2)n1C	99	0	100	98	2	0	99	99	4	2	100

An excerpt from above in order of heavy-atom count, ascending:
SMILES	HRas wt GTP bind	Bcl-W Bim block	Cdc42 wt GTP	Rab2A wt mod	Bim-Bcl-XL	Bim-Bcl-B	Rab7 wt GTP bind	Rac1 mut GTP	Bim-Bcl-2	Bim-Bfl-1	Rac1 wt modul
Cc1c(NC(=O)CSc2nnnn2C)c(=O)n(-c2ccccc2)n1C	99	0	100	98	2	0	99	99	4	2	100
CCN(CC(=O)Nc1ccccc1-c1ccccc1)Cc1nc2ccccc2c(=O)[nH]1	94	-4	92	94	-3	-7	102	93	-7	-6	98
COc1ccc(C2C(C#N)=C(N)Oc3c2c(-c2ccccc2)nn3-c2ccccc2)c(OC)c1OC (stereo not given)	99	-3	92	95	-8	-5	99	97	-7	-3	98

The main list resumes, repeating the five entries before the break.
SMILES	HRas wt GTP bind	Bcl-W Bim block	Cdc42 wt GTP	Rab2A wt mod	Bim-Bcl-XL	Bim-Bcl-B	Rab7 wt GTP bind	Rac1 mut GTP	Bim-Bcl-2	Bim-Bfl-1	Rac1 wt modul
COc1ccc(N2CCN(Cc3cc(=O)oc4cc5c(cc34)CCCC5)CC2)cc1	101	7	102	100	6	6	103	100	10	0	101
C=CCNc1nc(NCc2ccco2)nc(OCC)n1	101	-1	101	100	-13	-4	99	99	-8	-12	102
CC1CCc2sc(C(=O)NN=C3CCC(c4ccccc4)CC3)cc2C1 (stereo not given)	102	-4	100	99	-1	-2	99	99	0	-2	108
CCN(CC(=O)Nc1ccccc1-c1ccccc1)Cc1nc2ccccc2c(=O)[nH]1	94	-4	92	94	-3	-7	102	93	-7	-6	98
Cc1c(NC(=O)CSc2nnnn2C)c(=O)n(-c2ccccc2)n1C	99	0	100	98	2	0	99	99	4	2	100
CC(C)N1C(=O)S/C(=C/c2ccc3c(c2)n(C)c(=O)n3C)C1=O	102	-2	101	103	-1	0	102	102	-4	-2	99
Cc1cc(C)c(C#N)c(Nc2ccccc2Cl)n1	100	-6	101	101	-5	-1	95	98	-9	-8	99
N#Cc1cc2c([nH]c1=S)CCCC2	103	-4	102	98	-10	-40	100	99	-5	7	106
CC(NC(=O)/C(=C/c1ccc(OC(F)F)cc1)c1ccccc1)c1ccccc1 (stereo not given)	102	-5	100	99	-5	-8	98	99	-7	-4	104
O=C(O)CCSc1ccc([N+](=O)[O-])cc1[N+](=O)[O-]	93	-3	93	94	-4	-6	98	91	0	0	95
CCOC(=O)C1CCCN(C(=O)Cc2ccc(OC)c(OC)c2)C1 (stereo not given)	103	2	104	103	-5	-6	106	101	-8	-8	104
O=C(c1ccc2c(Cl)c3c(nc2c1)CCCC3)N1CCC(N2CCCCC2)CC1	97	-4	101	101	-7	-5	96	102	-2	-2	104
CC1CC(=O)C2=C(C1)Nc1ccccc1SC2c1ccc(F)cc1 (stereo not given)	102	0	104	101	-4	-4	100	102	-3	-7	105
Cc1ccc2c(c1)N(CC(=O)NCc1cccs1)C(=O)C(C)O2 (stereo not given)	109	-2	110	106	-1	-3	108	106	-3	0	114
CCn1c(SCC(=O)c2ccc3ccccc3c2)nnc1-c1ccco1	95	0	95	95	-8	-9	95	93	-11	-12	93
CCOc1ccc(NC(=O)C2(c3ccc(OC)c(OC)c3)CCCC2)cc1	102	-8	104	103	-11	-13	101	100	-10	-16	105
O=C(Cc1ccc(-n2c(=O)c3ccccc3n(Cc3ccccc3Cl)c2=O)cc1)NCC1CCCO1 (stereo not given)	99	-2	100	99	-1	0	100	98	-3	-3	103
Cc1cccc2nc(Cn3c(=O)n(CCCC(=O)NCc4ccco4)c(=O)c4ccccc43)cc(=O)n12	100	-5	107	98	-5	-5	96	102	1	-4	115
O=C(OCn1nnc2ccccc2c1=O)c1cn(-c2ccccc2)nc1-c1cccnc1	98	-2	98	101	-2	-1	102	98	-2	-2	99
COc1cccc(CNC(=O)c2cc3oc4ccccc4c3n2C)c1OC	95	1	92	95	-2	-8	96	93	-8	-9	93
CC(C)Oc1ccc(Oc2ccc(C(F)(F)F)cn2)cc1	101	0	103	99	-4	-3	100	100	-1	-13	104
CCOC(=O)c1c(NC(=O)c2cccs2)sc2c1CC(C)(C)OC2	101	1	101	100	-4	-6	101	98	-7	-14	104
O=C1NC(=Nc2ccc(Cl)cc2)SC1Cc1cccc(Cl)c1Cl (stereo not given)	92	-5	95	91	-6	-10	85	94	-8	-3	96
Cc1ccccc1CS(=O)(=O)Cc1ccc(C(=O)N2CCOCC2)o1	103	0	103	105	0	-2	103	104	0	0	107
CCCC(=O)Nc1ccc2c(c1)C(=O)N(CCC(=O)O)C2=O	97	0	97	94	2	-3	97	95	-3	0	95
CC1CCCCC1NC(=O)c1cn(C)c2ccc(S(=O)(=O)N3CCCC3)cc2c1=O (stereo not given)	108	1	108	109	9	-10	108	99	-10	-5	110
CC(=O)C1=C(c2ccccc2)N(C(C)=O)n2c(C)nnc2S1	99	-1	96	99	-1	0	103	95	-2	-6	98
CC(=O)N1CCc2cc(C(=O)CN3CCN(c4cccc(Cl)c4)CC3)ccc21	100	0	101	99	-2	-3	101	99	-4	-5	101
COc1ccc(S(=O)(=O)NCCN2CCOCC2)c2ccccc12	100	-1	101	98	-3	-9	97	98	-12	-11	101
C/C(=N\Nc1cc(C)nc(-c2ccccc2)n1)c1cccc([N+](=O)[O-])c1	88	3	82	84	1	0	89	86	-6	-4	73*
O=C(COC(=O)c1ccccc1OCc1ccccc1Cl)NC1CC1	105	0	105	102	0	0	101	101	0	0	105
COc1ccc(S(=O)(=O)N2CCCCCC2)cc1	104	3	101	100	-4	-7	103	97	-6	-9	106
COc1ccc(OCc2n[nH]c(=S)n2Cc2ccco2)cc1	95	0	94	95	-2	-25	100	94	0	6	94
CCOc1ccc(C(=O)NCC(=O)OCC(=O)N2CCCC2)cc1	95	1	97	97	-1	-2	108	94	0	-6	98
